# SUMO1-SIM PPI: modulators of human SUMO1-mediated protein-protein interactions. P63165. SUMO1 binding to a labelled peptide, TR-FRET, 1 h. inhibition, % at 20 µM. 0.33% of 360,000 active. AID 602429; in the data active means inhibition above about 37%
# Target sequence (P63165 whole entry, looked up): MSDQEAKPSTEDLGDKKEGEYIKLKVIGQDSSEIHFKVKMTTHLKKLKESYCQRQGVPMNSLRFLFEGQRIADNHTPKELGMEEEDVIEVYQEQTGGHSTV
# eLon inh: inhibits E. coli Lon protease | P0A9M0 | purified E. coli Lon protease, fluorescence polarization | inhibition, % at 7.94 µM | 0.42% of 360,000 active; in the data active means inhibition above about 13%, passing the limit was not always enough;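 further: 0% = enzyme with probe and DMSO and 100% = no enzyme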
# CendR NRP1 mod: modulators of CendR peptide binding to human neuropilin-1; 0.85% of 360,000 active; AID 602438; FAM-RPARPAR peptide binding to NRP-1, fluorescence polarization; O14786; inhibition, % at 25 µM;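 active means inhibition or corrected inhibition above about 18%, plus a signal ratio from 0.5 to 1.5, limit read from the data, passing the limit was not always enough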; further: strong numbers were not always called active
# bovine MsrA act: activators of bovine methionine sulfoxide reductase A; 0.3% of 360,000 active; activation, % at 10.6 µM; purified bovine MsrA, absorbance read-out; AID 602163; in the data active means activation above about 7.5%;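 further: 0% = vehicle and 100% = reference activator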
# LMPTP inh: blocks human LMPTP phosphatase; P24666; recombinant LMPTP-A, OMFP fluorogenic substrate, fluorescence intensity; inhibition, % at 20 µM; 0.22% of 360,000 active;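 active means compounds that cut the enzyme signal by at least half of the control window in the single-dose screen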;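 further: plate controls were DMSO wells with enzyme plus substrate for no effect and substrate without enzyme for full effect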
# Target sequence (P24666 whole entry, looked up): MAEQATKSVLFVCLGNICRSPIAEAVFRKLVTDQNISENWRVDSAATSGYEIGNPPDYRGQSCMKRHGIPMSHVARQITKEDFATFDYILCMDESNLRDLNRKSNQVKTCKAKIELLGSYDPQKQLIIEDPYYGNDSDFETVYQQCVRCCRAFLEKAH
#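 Test system – LMPTP-A phosphatase enzyme · Quantity – 0.625 nM LMPTP-A final · Reagent – OMFP substrate, 400 µM final · Dosing – one test concentration per compound, 20 µM, with 3% DMSO overall · Timing – 50 min enzyme reaction at room temperature, protected from light · Detection – fluorescence intensity · Controls – substrate-only low control, DMSO enzyme-plus-substrate high control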
# Scp1 inh: Scp-1 (human) phosphatase inhibition. inhibition, % at 20 µM. Recombinant Scp1, phosphopeptide, malachite green phosphate absorbance. Q9GZU7. 0.88% of 340,000 active. AID 493091;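 active means inhibition above about 50% at 20 µM, limit read from the data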;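 further: plate controls were DMSO wells with enzyme for no effect and wells lacking enzyme for full effect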
# Target sequence (Q9GZU7 76-261 limits assumed): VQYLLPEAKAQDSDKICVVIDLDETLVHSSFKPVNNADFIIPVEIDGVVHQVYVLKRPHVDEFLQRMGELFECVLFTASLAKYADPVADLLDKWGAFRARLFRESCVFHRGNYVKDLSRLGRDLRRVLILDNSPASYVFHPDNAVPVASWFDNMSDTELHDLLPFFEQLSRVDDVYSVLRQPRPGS
#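 Test system – truncated SCP-1 phosphatase (76-261aa) · Reagent – Phosphorylated 17-residue peptide substrate · Incubation – 45 min room-temperature reaction, 5 min colour, 30 min stabiliser · Detection – colorimetric phosphate reagent with accelerator and stabiliser, absorbance at 630 nm · Measure – % inhibition at 20 µM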
# STEP block: STEP (human) phosphatase inhibition. recombinant STEP, OMFP fluorogenic substrate, fluorescence. inhibition, % at 20 µM. 0.25% of 360,000 active;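 active means inhibition at 20 µM, scaled per plate between control wells, above about 37%, limit read from the data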;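 further: 0% = DMSO with enzyme and substrate and 100% = substrate only without enzyme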
# Target sequence (P54829 whole entry, looked up): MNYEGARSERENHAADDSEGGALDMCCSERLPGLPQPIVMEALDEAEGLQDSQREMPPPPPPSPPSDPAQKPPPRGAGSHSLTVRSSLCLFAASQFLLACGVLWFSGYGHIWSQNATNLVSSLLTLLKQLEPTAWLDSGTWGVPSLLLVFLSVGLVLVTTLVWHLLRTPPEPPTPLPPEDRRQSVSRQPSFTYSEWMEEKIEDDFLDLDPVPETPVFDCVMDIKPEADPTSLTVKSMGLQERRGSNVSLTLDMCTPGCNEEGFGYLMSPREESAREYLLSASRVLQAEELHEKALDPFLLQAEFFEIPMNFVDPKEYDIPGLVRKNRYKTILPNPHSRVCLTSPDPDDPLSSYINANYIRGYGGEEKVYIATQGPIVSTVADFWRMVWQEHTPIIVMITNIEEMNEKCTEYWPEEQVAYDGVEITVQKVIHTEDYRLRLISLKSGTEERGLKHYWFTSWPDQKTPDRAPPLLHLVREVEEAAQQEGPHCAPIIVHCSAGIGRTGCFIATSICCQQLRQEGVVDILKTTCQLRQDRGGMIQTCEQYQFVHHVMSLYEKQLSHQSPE
#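 Assay system: isolated STEP enzyme / Timing: 20 min at room temperature, dark / Doses: 20 µM, 1% DMSO / Technique: fluorescence intensity, excitation 480 nm, emission 540 nm / Reagent: fluorogenic phosphatase substrate OMFP at 25 µM final / Measure: percent inhibition scaled to no-enzyme and uninhibited-enzyme controls, plate-pattern corrected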
# TbMetRS inhib: blocks T. brucei methionyl-tRNA synthetase activity. inhibition, % at 11.9 µM. 0.4% of 360,000 active. purified T. brucei MetRS, ATP depletion, Kinase-Glo luminescence;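 active means inhibition above a per-plate cutoff of the control wells' mean inhibition plus 3 SD, cut at about 5.5% in these data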;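 further: 0% = DMSO wells median and 100% = median of wells with control inhibitor compound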
#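 technique = Kinase-Glo luminescence, ATP depletion format | system = purified MetRS (methionyl-tRNA synthetase) enzyme from Trypanosoma brucei | timing = 15 min preincubation, 2 h reaction, all 25 °C | evaluation = percent inhibition versus plate control medians | dosing = single dose, 11.9 µM final nominal, 0.9% final DMSO | also added = substrates ATP, L-methionine and bulk Escherichia coli tRNA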
# DNMT1 inh: DNMT1 (human) enzyme inhibition. 0.83% of 360,000 active. AID 588458. inhibition (reported as % activation of signal), % at 10 µM. DNMT1 molecular beacon, Hinp1I cleavage, fluorescence. P26358; in the data active means inhibition above about 50%
# MsrA inhibitor: bovine MsrA inhibition. purified bovine MsrA, absorbance read-out. inhibition, % at 15.5 µM. 0.75% of 360,000 active. AID 651718; in the data active means inhibition above about 4.5%;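 further: 0% = vehicle wells with enzyme and 100% = reference inhibitor wells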
# Active calls of the source: *; · = no result given.
SMILES,SUMO1-SIM PPI,eLon inh,CendR NRP1 mod,bovine MsrA act,LMPTP inh,Scp1 inh,STEP block,TbMetRS inhib,DNMT1 inh,MsrA inhibitor
COc1ccc(NC(=O)C2c3ccccc3OCC(=O)N2CCc2ccccc2)cc1 (stereo not drawn),4,2,2,-3,-1.3,·,·,0.2,·,-1.0
CSc1nc2ccc(NC(=O)c3ccc(=O)[nH]c3)cc2s1,4,4,8,-7,-1.3,8,-1,-0.7,0,1.0
CC(C)(C)c1ccc(C(=O)NCC(=O)NCc2ccccn2)cc1,2,0,1,-2,-1.7,-11,-2,-0.4,-1,0.0
CC(C)COC(=O)N(C)C[C@@H]1OCc2cnnn2CCCC(=O)N([C@@H](C)CO)C[C@H]1C,2,-1,2,-1,-1.7,·,-3,-0.9,2,-1.2
CCCCN1CC(C)(C)[C@H](CC(=O)NC)C1=O,2,-1,-3,-2,-1.5,·,-2,-0.3,4,-1.2
Cc1ccc(NC(=S)/C(C#N)=C2/Nc3ccccc3S2)cc1,13,-15,-16,-7,3.5,·,-1,-0.2,-34,2.6
Cc1ccc(CNC(=O)COC(=O)c2cc3c(s2)CCC(C)C3)cc1 (stereo not drawn),-4,11,-6,-1,-0.7,-1,7,0.2,9,-0.1
CC(C)C(=O)Nc1ccc(C(=O)CSc2nnc(C3CC3)n2C2CC2)cc1,5,-1,17,-5,-1.8,-2,-1,-0.5,-2,1.3
O=C(CCN1CCN(c2ccc(F)cc2)CC1)Nc1ccccc1F,0,-6,4,-4,0.4,1,3,-1.5,4,3.7
Cc1cc(C)cc(N=c2c([N+](=O)[O-])nn(-c3ccc(Cl)cc3)n2O)c1,-22,-5,-5,-7,4.4,-14,2,-0.5,-3,1.3
Cc1c(C(=O)O)cnc2c([N+](=O)[O-])cnn12,0,-6,5,-6,-0.8,25,3,-0.3,3,4.0
CCOC(=O)c1nn(-c2ccc(F)cc2)c(C)c1C(C)=O,1,5,4,-9,-2.4,5,-4,-1.3,5,0.0
CC(Sc1nnnn1C1CC1)C(=O)N1CC(=O)Nc2ccccc21 (stereo not drawn),-2,-13,7,-3,-0.8,0,6,-0.1,5,0.7
O=C(CCN1CCN(C(=O)c2ccccc2)CC1)c1ccc(Br)cc1,4,6,10,0,0.8,-1,2,0.2,3,-1.6
Cc1ccc(-c2nc(SCC(=O)N(C)C3CCS(=O)(=O)C3)[nH]c2-c2ccc(C)cc2)cc1 (stereo not drawn),-5,11,18,-2,1.0,0,0,0.1,-5,1.1
CCN1C(=O)c2ccc(C(=O)Nc3ccc4c(c3)OCO4)cc2C1=O,-17,-7,11,-3,-1.9,-5,3,0.1,3,0.7
C=CCc1ccccc1OCC(O)CNC(=O)c1ccccc1C(=O)O (stereo not drawn),4,1,7,-2,0.0,-14,6,0.6,4,-0.3
O=C1CC(N2CCN(c3ccc(F)cc3)CC2)C(=O)N1Cc1ccc(N2CCCC2=O)cc1 (stereo not drawn),1,7,10,-6,-1.0,-2,3,-0.6,0,-2.4
COc1cc(C(=O)NNC(=O)CCOc2ccccc2C)cc(OC)c1OC,-1,11,2,-4,-0.7,5,-3,-0.4,5,0.0
CCON1C(=O)C(C)(C)N(OCC)C(=O)C1(C)C,0,2,-7,-5,-0.7,-13,-2,-0.1,2,-0.3

# Limited to bovine MsrA act and LMPTP inh, for some of the entries so far:
molecule	bovine MsrA act	LMPTP inh
C=CCc1ccccc1OCC(O)CNC(=O)c1ccccc1C(=O)O (stereo not drawn)	-2	0.0
O=C1CC(N2CCN(c3ccc(F)cc3)CC2)C(=O)N1Cc1ccc(N2CCCC2=O)cc1 (stereo not drawn)	-6	-1.0

# (cont.)
SMILES,SUMO1-SIM PPI,eLon inh,CendR NRP1 mod,bovine MsrA act,LMPTP inh,Scp1 inh,STEP block,TbMetRS inhib,DNMT1 inh,MsrA inhibitor
COC(=O)[C@H]1CCCN1C(=O)Nc1cccc(Oc2c(F)c(F)c(F)c(F)c2F)c1,1,5,-4,-4,0.5,-9,-3,-0.5,-2,-0.6
Cc1nc2c3ccccc3nc(SCC(=O)c3ccc(Cl)cc3)n2n1,0,5,2,-5,-0.8,-5,2,-0.7,9,-1.4
CN1C(=O)/C(=C\c2ccc(-c3ccccc3)o2)SC1=S,-5,-12,-36,1,3.5,-4,-3,0.1,1,2.3
CCOC(=O)c1sc(NC(=O)CNCc2cccnc2)c(C(=O)OCC)c1C,-2,-10,1,-5,2.3,-2,-3,-0.5,2,-0.1
O=C(Nc1ccc(C(=O)c2ccc(C(=O)O)c(C(=O)O)c2)cc1)c1ccccc1,3,8,-8,-4,-2.3,-5,4,-0.4,4,0.2
COc1ccc(C2CC(=O)n3nc(C45CC6CC(CC(C6)C4)C5)nc3S2)cc1OC (stereo not drawn),-2,-2,-12,2,0.2,-7,-3,0.0,-2,1.0
CCC(=O)c1ccc(OCC(O)Cn2c(C)nc3ccccc32)cc1 (stereo not drawn),2,-4,2,1,1.6,-5,1,-0.4,0,0.3
O=C(O)/C=C\C(=O)NC1CCCCC1,0,28*,-5,-3,-1.1,-7,1,-0.1,7,0.5
Fc1cccc(Cc2c(-c3cccc(Cl)c3)nc3c(Cl)cc(C(F)(F)F)cn23)c1,1,-4,0,-4,-0.1,·,-1,-0.4,6,1.2
O=C(Nc1cccc(Cl)c1Cl)C1CCCO1 (stereo not drawn),2,-8,13,-1,-2.3,-5,-1,0.9,0,1.1
O=C(O)CC(NC(=O)C1c2ccccc2Oc2ccccc21)c1ccc(OC2CCCC2)cc1 (stereo not drawn),7,-10,-7,-6,0.6,5,2,-2.1,7,-0.1
CCOCCCNC(=O)Cn1nc(-c2ccc(OC)c(OC)c2)ccc1=O,-19,-7,6,-2,1.2,·,-5,-0.2,5,0.7
CCc1cc2cc(C)ccc2nc1SCC(=O)NC1CCCC1,-21,-9,0,-1,4.0,19,0,-0.1,2,0.8
COc1ccc(Cl)cc1S(=O)(=O)N1CCC(C(=O)NCc2ccccn2)CC1,2,4,-4,-1,-0.7,-3,9,0.8,4,-0.2
O=C(Nc1cccc2ccccc12)c1ccc(Cn2cc(Cl)cn2)cc1,-9,-7,-2,-6,0.6,-15,-2,-0.3,-15,-1.1
Cc1ccc(S(=O)(=O)N2CCCC(C(=O)NCCc3ccc4c(c3)OCO4)C2)cc1 (stereo not drawn),-3,5,10,-5,-1.7,-4,-6,-1.2,-3,-0.2
Cc1ccccc1Oc1ncnc2oc(-c3ccccc3)cc12,-1,-12,-4,-12,0.9,-6,2,-1.3,-1,-0.2
C/C=C\C=C/C(=O)Nc1cccc(C2=NOC3(C2)C[C@@H](C(N)=O)N(C(=O)[C@H]2CCC(=O)N2)C3)c1 (stereo partly drawn),-5,3,-13,-7,-2.3,0,2,0.4,-11,·
O=P(Cc1nnco1)(c1ccccc1)c1ccccc1,-1,-2,10,-3,-2.7,-7,-1,-1.1,-1,-0.6
CCOCCCNC(=O)c1c(C)c(C(=O)OCC)n(C)c1C,-1,-2,8,-3,-0.7,-3,1,-0.1,0,0.8
C[C@@H]1CN([C@H](C)CO)C(=O)Cc2cc(NS(=O)(=O)c3ccc(Cl)cc3)ccc2O[C@H]1CN(C)Cc1ccc(C(F)(F)F)cc1,7,-3,6,0,3.3,1,0,-0.1,-14,·
O=C1/C(=C/c2cccnc2)SC(=S)N1CCc1ccccc1,-22,2,6,-3,2.7,-5,3,2.0,2,0.2
COCCn1c(N)c(N(Cc2ccccc2)C(=O)c2ccc(C#N)cc2)c(=O)[nH]c1=O,5,-2,1,-2,-0.3,-2,3,0.9,0,0.4
S=c1[nH]nc(-c2cc(-c3ccccn3)nc3ccccc23)o1,4,5,-14,-2,0.2,-13,0,-0.6,-2,2.9
COc1ccc(OC)c(NC(=O)CSc2nc3[nH]c(=O)[nH]c(=O)c3s2)c1,0,-3,-6,-8,0.3,-8,0,-0.5,-2,2.0
COc1ccc(C(C(=O)NCCC(C)C)N(CCO)C(=O)c2snc(C(N)=O)c2N)cc1OC (stereo not drawn),24,3,1,0,9.1,-11,1,1.9,1,0.6
O=C(C(=O)N1CCC(Cc2ccccc2)CC1)c1cccs1,-1,·,-8,·,-1.4,·,·,-1.3,·,0.0
CCC(C)NC(=O)CCc1nnc2ccc(N3CCC(C)CC3)nn12 (stereo not drawn),3,-15,-7,-2,-0.2,7,-3,-1.0,2,0.9
CC1CCN(CC2C(=O)O[C@@H]3C[C@@]4(C)CCC[C@H](C)C4=C[C@H]23)CC(C)(C)C1 (stereo partly drawn),4,3,-11,-4,-0.1,9,-2,0.0,1,-1.5
Cc1ccc(N2C(=O)CC(Nc3ccc(Cl)c(S(=O)(=O)N(C)C)c3)C2=O)c(C)c1 (stereo not drawn),1,4,0,-1,0.7,-3,0,0.2,-4,1.0

# In the list so far, two have a furan ring, fused or not.
SMILES,SUMO1-SIM PPI,eLon inh,CendR NRP1 mod,bovine MsrA act,LMPTP inh,Scp1 inh,STEP block,TbMetRS inhib,DNMT1 inh,MsrA inhibitor
CN1C(=O)/C(=C\c2ccc(-c3ccccc3)o2)SC1=S,-5,-12,-36,1,3.5,-4,-3,0.1,1,2.3
Cc1ccccc1Oc1ncnc2oc(-c3ccccc3)cc12,-1,-12,-4,-12,0.9,-6,2,-1.3,-1,-0.2

# Next part.
SMILES,SUMO1-SIM PPI,eLon inh,CendR NRP1 mod,bovine MsrA act,LMPTP inh,Scp1 inh,STEP block,TbMetRS inhib,DNMT1 inh,MsrA inhibitor
COc1cc(/C=C(/C#N)c2nc3ccccc3[nH]2)ccc1OCC(=O)Nc1ccccc1C(C)C,-2,-4,-5,0,-0.5,9,-1,-0.3,-2,-1.1
CCc1ccc(NS(=O)(=O)c2ccc3[nH]cc(C(=O)NCC4CCCO4)c(=O)c3c2)cc1 (stereo not drawn),3,-13,-10,-6,1.2,16,2,-0.1,6,0.7
COC(=O)C1=C(C)NC(=O)/C1=C\c1cc(C)n(-c2ccccc2)c1C,-2,-3,15,-5,0.2,-9,2,0.1,-14,3.5
CCc1ccc(OC)c(S(=O)(=O)N2CCN(C(=O)c3ccco3)CC2)c1,-3,-14,-4,-1,-1.4,-5,0,0.3,-1,-0.7
CC(=O)Nc1ccc(NC(=O)/C=C/c2ccccc2)cc1,-9,-4,-3,-2,-0.7,1,-3,-0.1,0,1.4
CN(CC(=O)Nc1ccc(Cl)cc1)Cc1cc(=O)n2ccsc2n1,13,-7,-3,-10,-0.8,6,0,-1.0,1,1.2
NC(CO)c1csc(Nc2ccc(C(=O)c3ccccc3)cc2)n1 (stereo not drawn),-6,0,-7,-2,0.4,·,0,-0.2,-6,1.9
CCOc1ccccc1-c1noc(CCC(=O)Nc2cccnc2)n1,3,18,-1,3,-1.1,-3,-1,-0.2,1,1.8
O/N=C/c1ccc(OCc2ccccc2)c(Cl)c1,-3,-3,8,0,1.5,-10,-1,0.6,-1,1.0
